# Bioassay records deposited in PubChem by National Center for Advancing Translational Sciences (NCATS).
# IMPase cell inh: membrane-permeable compound that blocks inositol monophosphatase; P97697; 120,000 tested, under 10 active; CHO-M1 cells, IP1 accumulation, HTRF TR-FRET ratio; inhibition (IP1 accumulation), % at 46.1 µM; active = well fitted curve in the direction sought with a large enough effect in the signal ratio, not every such curve was filed as active; inconclusive = small, poorly fitted or top-dose-only effect, or a change in a side signal; inactive = no such curve, though single readings can be large or run the other way; the % refers to the signal ratio;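 note: cells stimulated with carbachol in lithium chloride buffer; plate controls were DMSO basal wells for no effect and reference inhibitor wells for full effect; higher means more IMPase inhibition seen as more IP1 and lower FRET ratio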
# Target sequence (P97697 whole entry, looked up): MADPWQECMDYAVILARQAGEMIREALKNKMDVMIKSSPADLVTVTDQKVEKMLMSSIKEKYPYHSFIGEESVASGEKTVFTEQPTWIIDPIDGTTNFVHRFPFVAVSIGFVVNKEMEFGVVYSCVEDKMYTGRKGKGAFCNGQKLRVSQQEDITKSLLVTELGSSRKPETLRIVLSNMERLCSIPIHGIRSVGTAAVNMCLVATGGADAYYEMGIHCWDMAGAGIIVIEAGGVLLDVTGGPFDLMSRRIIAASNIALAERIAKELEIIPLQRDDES
#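 Seeded CHO-M1 cells were dosed with compound at up to 46 uM, stimulated with carbachol for 30 min, then lysed in IP-One detection reagents. Higher IP1 lowers the TR-FRET signal.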
# ALOX15B inhib: 15-hLO-2 (ALOX15B) enzyme inhibition | actives 0.56% (n = 110,000) | Potency, µM (top dose mostly 57.1 µM), for the others: top-dose activity change, negative = inhibition, usual class: inhibitors | AID 881 | purified 15hLO-2, xylenol orange hydroperoxide absorbance; note: potency is the fitted concentration of half-maximal effect; nearly all actives have a fitted effect of over 60% in size; many of its hits are not listed in these tables
# Target sequence (O15296 whole entry, looked up): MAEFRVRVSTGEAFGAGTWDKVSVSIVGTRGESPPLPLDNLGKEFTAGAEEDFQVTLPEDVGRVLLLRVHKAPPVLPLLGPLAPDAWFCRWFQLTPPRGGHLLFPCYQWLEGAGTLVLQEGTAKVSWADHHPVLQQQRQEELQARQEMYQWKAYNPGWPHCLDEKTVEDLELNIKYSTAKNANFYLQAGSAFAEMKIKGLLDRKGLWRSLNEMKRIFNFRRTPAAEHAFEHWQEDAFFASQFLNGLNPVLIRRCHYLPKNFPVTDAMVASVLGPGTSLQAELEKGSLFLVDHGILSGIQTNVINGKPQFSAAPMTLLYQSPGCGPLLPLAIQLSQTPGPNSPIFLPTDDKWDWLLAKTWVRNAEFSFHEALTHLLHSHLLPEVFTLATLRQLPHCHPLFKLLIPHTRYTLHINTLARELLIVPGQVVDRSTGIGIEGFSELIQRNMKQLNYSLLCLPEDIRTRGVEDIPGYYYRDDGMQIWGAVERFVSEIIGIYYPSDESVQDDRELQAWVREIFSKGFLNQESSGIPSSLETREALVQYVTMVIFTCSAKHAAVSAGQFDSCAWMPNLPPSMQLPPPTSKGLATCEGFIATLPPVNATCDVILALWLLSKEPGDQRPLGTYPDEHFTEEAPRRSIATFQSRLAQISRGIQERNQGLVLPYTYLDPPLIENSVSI
#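 Enzyme 50 nM, AA 45 uM, 25 mM Hepes pH 7.5 + 0.01% Triton X-100; cpd preinc 15 min RT, rxn 90 min RT; stop/detect with 200 uM XO + 300 uM Fe(II) in 50 mM H2SO4, 30 min; A573/A405.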
# PNC inhibitor: blocks assembly of the perinucleolar compartment | PC3M PTB-GFP, PNC prevalence imaging, 16 h; stronger effect = lower value | activity change (PNC), negative = inhibition, % at 10 µM | actives 3.1% (n = 140,000);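 active = readout at or below -70, meaning at least 70% loss of cells showing the perinucleolar compartment, a nuclear body marking cancer cells; inconclusive = readout between -30 and a set limit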;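 note: plate controls were DMSO wells for no effect and camptothecin positive control wells for full effect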
#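 Read-out is percentage of cells bearing a perinucleolar compartment, from automated 20x imaging of fixed, Hoechst-stained PC3M PTB-GFP cells. Cells were seeded 4 h, then exposed 16 h to compound (23 nl of library stock) in duplicate plates.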
# 12-hLO inh: 12-hLO (ALOX12) enzyme inhibition; Potency, µM (top dose mostly 57.1 µM), without a hit: top-dose activity change, negative = inhibition, most hits filed as inhibitors; P18054; actives 0.12% (n = 150,000); AID 1452; purified 12-hLO, xylenol orange hydroperoxide absorbance; note: potency is the fitted concentration of half-maximal effect; nearly all actives have a fitted effect of over 55% in size; many of its hits are not listed in these tables
#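 150 nM 12hLO, 25 mM Hepes pH 7.0 + 0.01% Triton X-100; cpd preinc 15 min RT; 40 uM arachidonic acid, 30 min RT; Fe-XO 30 min; A573/A405 ratio as read-out.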
# The depositor's hits bear a star; ? = inconclusive; / = no result given; [ ] = another dose, or the depositor's remark. Unless noted, calls come from the whole dose curve; as a rule, active = well fitted curve in the direction sought with a large enough effect; inconclusive = small, poorly fitted or top-dose-only effect, or another doubt; inactive = no such curve, though single readings can be large; an effect the other way counts as inactive or inconclusive. Unless noted, % is set by controls: 0 for no effect and ±100 for the full control effect. Only part of the results is shown. The share of hits here may be higher or lower than overall.
# Field names: A = IMPase cell inh; B = ALOX15B inhib; C = PNC inhibitor; D = 12-hLO inh
CSc1nc(-c2ccccc2)ccc1C(N)=O
  A: -1 | B: 0% | C: 31 | D: -1%

COc1ccc(CNCc2ccco2)cc1OCc1ccccc1
  A: 2 | B: 28% | C: ? | D: -10%

Cc1c(C(=O)N2CCCCC2)sc(N)c1C#N
  A: 0 | B: 1% | C: -19 | D: -4%

Cc1cc(=O)oc2cc(OCC3CC(c4ccc(N(C)C)cc4)=NO3)ccc12 (stereo unspecified)
  A: 7 | B: -27% | C: -18 | D: -7%

COCC(C)n1c(C)cc(C(=O)Cn2c(=O)oc3ccccc32)c1C (stereo unspecified)
  A: 4 | B: -6% | C: -22 | D: -6%

CC(C)NC(=O)N1CCC2(CC1)CCN(C(=O)c1cc(C(F)(F)F)cc(C(F)(F)F)c1)CC2
  A: / | B: -8% | C: / | D: 0%

CC(=O)NCCc1ccc(S(=O)(=O)N2CCCC2)cc1
  A: 0 | B: 1% | C: 54 | D: 0%

Cc1nnc(SCC(=O)N2CCN(S(=O)(=O)c3ccc(Cl)cc3)CC2)n(N)c1=O
  A: 10 | B: 4% | C: -5 | D: -7%

COc1cc(COCC(O)CN2CCN(CCN3C(=O)c4cccc5cccc(c45)C3=O)CC2)cc(OC)c1OC (stereo unspecified)
  A: / | B: / | C: -25 | D: 3%

O=C1C2C3CCCC3=C3CCCC3C2C(=O)N1c1ccc(Cl)cc1 (stereo unspecified)
  A: 12 | B: -3% | C: 0 | D: -19%

COC(=O)C1=NN(C(C)=O)C2(CC(=O)N(c3cc(C)cc(C)c3)C2=O)C1 (stereo unspecified)
  A: / | B: / | C: -22 | D: -1%

O=C(CSCC(=O)N1CCCCC1)Nc1nc(-c2ccccc2)c(-c2ccccc2)s1
  A: / | B: / | C: 27 | D: -2%

CC(C)C(=O)NC(c1cccs1)c1cc([N+](=O)[O-])c2cccnc2c1O (stereo unspecified)
  A: -1 | B: / | C: 7 | D: ?

Nc1nc(SCCOc2ccccc2)n[nH]1
  A: 6 | B: 2%[2.29 µM] | C: -26 | D: 2%

CN1/C(=C\C(=O)c2cncc(Br)c2)C(C)(C)c2ccccc21
  A: / | B: / | C: -84* | D: -7%

CCOC(=O)C1CCCN(C(=O)Cc2ccc(Cl)cc2)C1 (stereo unspecified)
  A: -2 | B: -4% | C: 37 | D: 0%

O=C(CCNS(=O)(=O)c1ccc(Br)s1)N1CCCCC1
  A: -5[1.84 µM] | B: 5%[11.4 µM] | C: -17 | D: 5%

c1ccc(-c2noc(-c3cccnc3)n2)cc1
  A: 22 | B: 2% | C: -25 | D: -3%

COc1ccc(N2CCN(C(=O)CSc3ncccc3-c3nc4ccccc4[nH]3)CC2)cc1
  A: 7 | B: -20% | C: ? | D: -6%

Cc1ccc(/C(O)=C2/C(=O)C(=O)N(Cc3cccnc3)C2c2ccccn2)cc1 (stereo unspecified)
  A: -13 | B: -6% | C: -4 | D: -3%

CCOC(=O)c1c(C)[nH]c(C)c1C(=O)Cn1nnc(-c2ccccc2C)n1
  A: -16 | B: 1% | C: -11 | D: 4%

O=C(COC(=O)c1ccccn1)Nc1c(Cl)cccc1Cl
  A: -5 | B: 0% | C: 3 | D: -1%

CC(C)n1nc(C(=O)Oc2ccc(Cl)cc2)c2ccccc2c1=O
  A: / | B: / | C: -15 | D: 0%

CCOC(=O)c1[nH]c2ccc(F)cc2c1NC(=O)CN1CCN(C/C=C/c2ccccc2)CC1
  A: 16 | B: 14% | C: 18 | D: -17%

N#CCCCn1c(-c2ccccc2)noc1=O
  A: -3 | B: 1% | C: 21 | D: -4%

# One compound at a time (already shown). Order of values: IMPase cell inh, ALOX15B inhib, PNC inhibitor, 12-hLO inh
# Entry for CC(C)C(=O)NC(c1cccs1)c1cc([N+](=O)[O-])c2cccnc2c1O (stereo unspecified) : -1, /, 7, ?
# Entry for CC(C)NC(=O)N1CCC2(CC1)CCN(C(=O)c1cc(C(F)(F)F)cc(C(F)(F)F)c1)CC2 : /, -8%, /, 0%
# Entry for N#CCCCn1c(-c2ccccc2)noc1=O : -3, 1%, 21, -4%

# Continued:
# Field names: A = IMPase cell inh; B = ALOX15B inhib; C = PNC inhibitor; D = 12-hLO inh
CC1CCN(C(c2cccs2)c2nnnn2Cc2ccccc2)CC1 (stereo unspecified)
  A: 8 | B: -5% | C: -5 | D: -4%

CCN(C(=O)c1cnc2scc(C)n2c1=O)c1ccccc1C
  A: 0 | B: -1% | C: 10 | D: 0%

Cc1ccc(Cl)cc1N1CCN(S(=O)(=O)c2cnc[nH]2)CC1
  A: 3 | B: 1% | C: -5 | D: -5%

CCc1cccc(C)c1NC(=S)NCCc1c(C)[nH]c2ccc(C)cc12
  A: / | B: / | C: ? | D: ?

CC(=O)Nc1ccc(S(=O)(=O)NCCNC(=O)c2ccccc2F)cc1
  A: -7 | B: -2% | C: -15 | D: 2%

CCCn1c(CC)nc([N+](=O)[O-])c1S(=O)(=O)c1ccccc1
  A: 10 | B: -4% | C: 24 | D: 0%

O=C(c1cccc(N2CCCC2=O)c1)N1CCN(c2ccccc2)CC1
  A: 3 | B: / | C: 195 | D: 6%

Cc1cccc(NC(=O)CN2C(=O)NC(C)(c3ccc4c(c3)OCO4)C2=O)c1 (stereo unspecified)
  A: -1 | B: -3% | C: ? | D: -9%

COc1ccccc1-c1ccc(NC2CCCCC2)nn1
  A: 4 | B: / | C: 108 | D: -4%

COc1ccc([N+](=O)[O-])cc1N(CC(O)Cn1nnc2ccccc21)S(=O)(=O)c1ccc(C)cc1 (stereo unspecified)
  A: 6 | B: -2% | C: ? | D: -14%

Cc1cc(C)n(S(=O)(=O)c2ccc(C(C)(C)C)cc2)n1
  A: 0 | B: 4%[2.29 µM] | C: ? | D: -4%

COc1ccccc1NC(=S)NCCC(c1ccccc1)c1ccccc1
  A: / | B: / | C: 103 | D: ?

Nc1c(N(C(=O)Nc2ccc(Cl)c(Cl)c2)C2CCCC2)c(=O)[nH]c(=O)n1Cc1ccccc1
  A: 1 | B: -9% | C: 32 | D: -3%

CCOC(=O)c1oc2ccc(S(=O)(=O)Nc3ccc4c(c3)n(C)c(=O)n4C)cc2c1C
  A: 12 | B: -9% | C: -20 | D: -4%

Cc1ccc(-n2nc(C)c3c2OC(N)=C(C#N)C3c2ccccc2F)cc1 (stereo unspecified)
  A: 6 | B: -30% | C: 4 | D: -6%

COc1ccc(OCCNC(=O)c2cccc(Oc3ccc(C(F)(F)F)cc3[N+](=O)[O-])c2)cc1
  A: / | B: / | C: ? | D: 0%

CCOc1ccc(S(=O)(=O)N2CCc3ccccc3C2)cc1
  A: 12 | B: -1% | C: ? | D: -5%

COC(=O)C1=CNC=C(C(=O)OC)C1c1cccc(OC)c1
  A: -12 | B: 0% | C: ? | D: 7%

CCN(CC)S(=O)(=O)c1ccc(C)c(NC(=O)CN(C)C)c1
  A: 3 | B: / | C: -84* | D: 2%

Cc1nc(NC2=NCN(C3CCCCC3C)CN2)nc2ccccc12 (stereo unspecified)
  A: 7 | B: 8% | C: -2 | D: 2%

CCOc1ccc(C(=O)N/N=C(/C)C2C(=O)c3ccccc3C2=O)cc1
  A: / | B: / | C: 27 | D: -6%

O=C(CSc1nnc(-c2ccccc2)n1Cc1ccco1)NCc1ccc2c(c1)OCO2
  A: 7 | B: -1% | C: 15 | D: -14%

O=c1[nH]cnc2scc(-c3cccs3)c12
  A: 1 | B: / | C: -23 | D: 2%

COc1ccc2c(c1)OC(=O)CC2c1ccccc1OC (stereo unspecified)
  A: / | B: -11%[0.0915 µM] | C: / | D: -3%[0.00818 µM]

CN(C)S(=O)(=O)c1cccc(NC(=O)COC(=O)c2ccc([N+](=O)[O-])o2)c1
  A: / | B: / | C: 61 | D: -2%

# 4 of these compounds in a different format.
SMILES: O=C1C2C3CCCC3=C3CCCC3C2C(=O)N1c1ccc(Cl)cc1 (stereo unspecified)
- IMPase cell inh: 12
- ALOX15B inhib: -3%
- PNC inhibitor: 0
- 12-hLO inh: -19%

SMILES: COc1cc(COCC(O)CN2CCN(CCN3C(=O)c4cccc5cccc(c45)C3=O)CC2)cc(OC)c1OC (stereo unspecified)
- IMPase cell inh: /
- ALOX15B inhib: /
- PNC inhibitor: -25
- 12-hLO inh: 3%

SMILES: CCN(CC)S(=O)(=O)c1ccc(C)c(NC(=O)CN(C)C)c1
- IMPase cell inh: 3
- ALOX15B inhib: /
- PNC inhibitor: -84*
- 12-hLO inh: 2%

SMILES: Cc1ccc(/C(O)=C2/C(=O)C(=O)N(Cc3cccnc3)C2c2ccccn2)cc1 (stereo unspecified)
- IMPase cell inh: -13
- ALOX15B inhib: -6%
- PNC inhibitor: -4
- 12-hLO inh: -3%

# (more compounds)
mol,IMPase cell inh,ALOX15B inhib,PNC inhibitor,12-hLO inh
Cc1ccc(C)c2c1[nH]c1ccc([N+](=O)[O-])cc12,-4,-15%,5,-3%
O=C1C2C(C(=O)N1/N=C/c1cccc([N+](=O)[O-])c1)C1C=CC2C12CC2 (stereo unspecified),/,/,?,5%
N#Cc1c(-c2ccc3c(c2)OCO3)csc1N,1,-14%,-103*,-20%
CC(C)n1nc(C(=O)OCC(=O)c2c[nH]c3ccccc23)c2ccccc2c1=O,4,-5%,13,-6%
COc1cc(NC(=O)Cc2ccccc2)cc(OC)c1,6,2%,15,4%
O=C(COC(=O)c1cnccn1)NCCc1ccccc1,?,-10%,?,-6%
CC(C)Cn1c(CN2CCN(c3ccccc3F)CC2)nc2c1c(=O)[nH]c(=O)n2C,-8,/,1,7%
CN(C)C(=O)Cn1nc(-c2ccccc2)c2ccccc2c1=O,1,-2%,40,6%

# In another format: entries from further up
# Order of values – IMPase cell inh | ALOX15B inhib | PNC inhibitor | 12-hLO inh
- CN(C)C(=O)Cn1nc(-c2ccccc2)c2ccccc2c1=O
  1 | -2% | 40 | 6%
- O=C1C2C(C(=O)N1/N=C/c1cccc([N+](=O)[O-])c1)C1C=CC2C12CC2 (stereo unspecified)
  / | / | ? | 5%
- CC(C)n1nc(C(=O)OCC(=O)c2c[nH]c3ccccc23)c2ccccc2c1=O
  4 | -5% | 13 | -6%

# Further structures
mol,IMPase cell inh,ALOX15B inhib,PNC inhibitor,12-hLO inh
O=c1c(Cl)cc(Cl)nn1-c1ccccc1,/,/,?,-1%
Cc1nc(N2CCN(C)CC2)c2c(C)c(C(=O)Nc3ccc(C)c(F)c3)sc2n1,15,23%,?,-9%
CC(NC(=O)COc1ccccc1)C(=O)OCC(=O)c1cc2ccccc2o1 (stereo unspecified),-1,-19%,-3,-6%
O=C(NCc1ccccc1)Nc1cccn(Cc2ccccc2F)c1=O,/,/,15,1%
CCCN(Cc1cc2ccc(C)cc2[nH]c1=O)C(=O)c1cccnc1,-16,-2%,0,-8%
COc1ccc(S(=O)(=O)N2CCN(C)CC2)cc1Br,-4,6%,-6,7%
O=C(N/N=C/c1sc(=O)n(-c2ccccc2)c1Cl)c1ccncc1,/,/,52,2%
CCOC(=O)N1c2ccccc2C=CC1OCC (stereo unspecified),/,/,1,-3%

# (continued)
mol,IMPase cell inh,ALOX15B inhib,PNC inhibitor,12-hLO inh
CCCCCCCCCCCCCCCCCCOC[C@@H](COP(=O)([O-])OCC[N+](C)(C)C)OC,?,5%,/,4%
CC(=O)OCc1c(F)c(F)c(-n2nc(C)cc2C)c(F)c1F,7,2%,?,-1%
Cc1c(Cc2c(Cl)cccc2Cl)c(=O)ccn1C(C)c1ccccc1 (stereo unspecified),9,-11%,51,5%
Cc1ccc(C)c(NC(NC(=O)c2cccnc2)C(Cl)(Cl)Cl)c1 (stereo unspecified),-3,-7%,?,4%
Cc1ccc(Cn2nnc3c(=O)n(Cc4cccc(C)c4)cnc32)cc1,18,-11%,?,-6%
